Compound activity deposited in PubChem by several laboratories.
HDAC3 inhib – human HDAC3 inhibition; 0.15% of 320,000 active; recombinant HDAC3, fluorogenic peptide/trypsin coupled, fluorescence; O15379; AID 2718; inhibition, % at 8.3 µM; in the data active = inhibition above about 26%, passing the limit was not always enough
HSP90 refold inh – HSP90 refolding inhibition in rabbit reticulocyte lysate; luciferase refolding luminescence, 3 h; inhibition, % at 5.6 µM; 0.91% of 290,000 active;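 active = inhibition above the screen-wide mean plus 3 SD, computed separately per campaign, cut at about 16% in these data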;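 also: 0% = DMSO wells and 100% = 60 µM geldanamycin wells; inhibitors lower the luminescence because luciferase stays unfolded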
AI-2 QS modul – modulators of Vibrio harveyi AI-2 quorum sensing system | Vibrio harveyi JMH597 AI-2 luminescence/OD600 ratio, 9 h; active compounds read low; strain lacks LuxN and CqsS sensors; 0 = neutral-control median | activity change, % at 7.5 µM | 0.4% of 300,000 active; in the data active = activity change below about -75%, passing the limit was not always enough;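 also: luminescence divided by OD600 gain over 9 h not by final OD600 alone; inactives centre near 13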
GSK3 alpha inh – human GSK-3 alpha kinase inhibition; P49840; ADP-Glo luminescence, 60 min; inhibition, % at 10 µM; 0.1% of 320,000 active; AID 2650;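 in the data active = inhibition above about 50%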;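 also: GST-tagged GSK-3 alpha with peptide substrate and 25 µM ATP; 0% = DMSO neutral wells and 100% = GW8510 positive control wells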
Target sequence (P49840 whole entry, looked up): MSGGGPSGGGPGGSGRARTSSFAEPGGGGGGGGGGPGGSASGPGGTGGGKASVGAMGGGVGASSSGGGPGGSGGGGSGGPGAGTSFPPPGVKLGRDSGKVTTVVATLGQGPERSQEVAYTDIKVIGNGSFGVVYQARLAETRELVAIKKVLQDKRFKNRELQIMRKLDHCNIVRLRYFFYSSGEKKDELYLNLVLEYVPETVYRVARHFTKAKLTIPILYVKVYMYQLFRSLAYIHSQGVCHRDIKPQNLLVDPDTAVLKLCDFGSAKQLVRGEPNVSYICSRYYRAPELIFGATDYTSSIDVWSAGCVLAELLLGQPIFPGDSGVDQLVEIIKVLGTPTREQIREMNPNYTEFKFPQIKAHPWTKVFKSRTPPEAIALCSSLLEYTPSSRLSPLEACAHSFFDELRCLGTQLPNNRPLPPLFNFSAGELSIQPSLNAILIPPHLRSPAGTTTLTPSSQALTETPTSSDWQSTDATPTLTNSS
HSF1 activator – increases HSF-1 driven luciferase reporter signal | activation, % at 9 µM | 1.7% of 300,000 active | NIH3T3-HGL HSF-1 luciferase reporter, MG132, 8 h; 100% = twice DMSO control signal;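 active = mean replicate activation of at least 50% with a set share of replicates each reaching 50%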;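 also: 0% = median of the neutral control wells and 100% = twice that signal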
PolyA inh – inhibitors of polyadenylation in S. cerevisiae; S. cerevisiae SKY197-pL101 polyadenylation reporter, beta-gal luminescence; efflux-impaired pdr1/pdr3 knockout yeast; score 100 = 6 SD above DMSO; calls only at 12 µM; 0.02% of 300,000 active;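 active = lowest replicate activity score at least 50, where 100 means six control SD above control mean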;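 also: yeast exposed to compound for 9 h at 30 °C; higher score means more reporter readthrough which indicates perturbed polyadenylation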
GSK3beta inhib – blocks human GSK3beta kinase activity; P49841; activity score (negative = inhibition), % at 10 µM; GST-GSK3beta kinase, ADP-Glo luminescence, 60 min; active compounds read low; 0.038% of 300,000 active;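 active = more than half of replicate wells score below -50%, meaning over 50% inhibition versus plate controls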;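 also: 0% = median DMSO wells and -100% = median GW8510 positive control wells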
Target sequence (P49841 whole entry, looked up): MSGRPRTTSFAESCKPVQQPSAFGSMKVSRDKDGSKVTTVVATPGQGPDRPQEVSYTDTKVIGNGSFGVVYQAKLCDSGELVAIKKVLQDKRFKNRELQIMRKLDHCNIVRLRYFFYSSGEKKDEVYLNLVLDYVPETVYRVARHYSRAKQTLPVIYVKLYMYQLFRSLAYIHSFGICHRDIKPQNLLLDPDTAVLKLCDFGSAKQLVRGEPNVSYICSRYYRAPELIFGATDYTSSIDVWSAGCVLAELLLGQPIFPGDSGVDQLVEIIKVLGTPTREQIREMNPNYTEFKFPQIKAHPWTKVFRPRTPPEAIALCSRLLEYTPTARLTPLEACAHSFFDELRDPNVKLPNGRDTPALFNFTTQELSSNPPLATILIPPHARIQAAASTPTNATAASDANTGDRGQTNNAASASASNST
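Test system: GST-tagged human GSK3beta kinase, cell-free; evaluation: activity score scaled between in-plate DMSO and GW8510 controls; measured by: ADP-Glo luminescence; incubation: 60 min reaction, RT; benchmarks: DMSO and 20 µM GW8510; reagent: peptide substrate plus 25 µM ATP (final); medium: Tris/MgCl2 kinase buffer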
HSF1 inhib – HSF1 inhibition. activity change, negative = inhibition, % at 7.5 µM (by protocol). 0.77% of 300,000 active. NIH3T3-HGL HSE-luciferase, MG132-induced, luminescence 8 h; active compounds read low;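 active = more than half of replicate wells show activity change below -50%, luminescence cut by over half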;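 also: luciferase reports HSF-1 transcriptional activity via heat shock element; 0% = median of DMSO wells and -100% = zero luminescence signal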
Dyrk1A ADPGlo – Dyrk1A (rat) kinase inhibition; ADP-Glo luminescence, NFATc1 peptide; AID 504441; 0.43% of 310,000 active; Q63470; inhibition, % at 12.5 µM; in the data active = inhibition above about 50%;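 also: plate controls were vehicle with enzyme for no effect and no enzyme for full effect; many of its hits are not listed in these tables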
Platelet DG rel – platelet dense granule release activity; human platelet-rich plasma, SFLLRN dense granule ATP release, luminescence; inhibition, %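 (compounds screened at 7.5 µM in platelet-rich plasma)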; 0.22% of 300,000 active;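 active = mean replicate score, as percent of positive control, at or above 50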
* hit, by the source's call; i = inactive; . = no result given. These rows are one share of the data; count on the stated rates, not on these rows.

SMILES	HDAC3 inhib	HSP90 refold inh	AI-2 QS modul	GSK3 alpha inh	HSF1 activator	PolyA inh	GSK3beta inhib	HSF1 inhib	Dyrk1A ADPGlo	Platelet DG rel
CC(=O)Nc1ccc(-c2nnc(SCC(=O)n3c4c(c5ccccc53)CCCC4)n2C)cc1	.	-2	21	.	-5	i	1	0	-4	1
Cc1c(Br)c([N+](=O)[O-])nn1CC(=O)NCc1ccco1	3	-2	28	1	9	i	-7	-3	-5	-9
Nc1cnc(-c2ccccc2)nc1Cl	1	-4	18	0	5	i	0	-7	-6	-4
CC(C)(C)c1cc(C(=O)N2CCc3ccccc32)ccn1	2	3	4	-1	-9	i	0	4	-3	-5
COC(=O)C1CCN(S(=O)(=O)CCNC(=O)c2ccc(F)cc2)CC1	0	.	-2	-4	-6	i	-3	-5	-5	3
COc1ccccc1CNC(=O)c1ccc(CNc2c(N3CCCC3)c(=O)c2=O)cc1	12	-1	1	-2	8	i	4	-4	1	2
CCOc1ccc(C(C)=O)cc1CN1C(=O)NC(C)(C2CC2)C1=O (stereo not drawn)	14	3	0	-2	-18	i	-7	-7	33	1
CCOc1cc(N2CCOCC2)c(OCC)cc1NC(=O)c1ccc(C)cc1	-12	2	5	-3	12	i	-5	-6	.	-1
COc1ccccc1-n1ccnc1SCC(=O)NC1CCCC1	-4	3	-2	-1	-20	i	-2	2	.	-6
Nc1nonc1-n1nnc(C(=O)N/N=C/c2ccncc2)c1CSc1ccccc1	-1	-2	34	12	21	i	2	2	6	-1
Oc1ccc(-c2cnns2)c(O)c1	10	-2	20	6	36	i	1	31	13	-3
Cn1nnnc1SCC(=O)Nc1ccccc1N1CCOCC1	-3	-4	20	3	1	i	1	-7	-7	4
O=C(O)c1ccc(N2C(=O)CC(N3CCN(c4cccc(C(F)(F)F)c4)CC3)C2=O)cc1 (stereo not drawn)	-6	-2	12	4	-65	i	1	-56*	13	0
Cc1nc2ccc(S(=O)(=O)NCC(=O)N3CCN(c4ccccn4)CC3)cc2s1	-14	-2	16	.	0	i	0	-4	6	10
CC(C)[C@H](NC(=O)c1ccco1)C(=O)OCC(=O)N1CC(=O)Nc2ccccc21	5	4	14	8	6	i	1	0	4	-4
CCOc1ccc(C(=O)OCC(=O)N2CCCC2)cc1	-2	10	15	-1	12	i	2	-2	-9	-7
COc1cc2c(cc1OC)-c1cc(Nc3ccc(C(=O)O)cc3)nc(=O)n1CC2	-12	3	12	2	0	i	0	-3	21	5
O=C(CCCN1C(=O)c2ccccc2C1=O)NCCC1=CCCCC1	4	-1	23	-3	2	i	0	-6	15	4
COc1ccc(NC(=O)CSc2nnc(NC(=O)c3ccccc3C(=O)O)s2)cc1	-1	1	12	-2	1	i	1	-4	-6	-3
C/C=C/c1ccc(OCCn2cncn2)c(OC)c1	-5	-1	.	-2	.	.	.	.	-3	.
CCc1cc2c(N3CCN(c4nnc(CC)s4)CC3)ncnc2s1	-1	-2	36	27	0	i	-7	-3	25	5
c1ccc(-c2cn(-c3ccccc3)c3ncnc(NCCCN4CCOCC4)c23)cc1	5	-1	3	-3	1	i	-1	-9	3	7
Cc1ccc(OCC(=O)Nc2c3c(nn2C(C)(C)C)CS(=O)(=O)C3)cc1	8	-3	21	3	-4	i	1	1	3	-8
CCC(=O)n1nc(-c2ccc(Cl)cc2)nc1N	6	-3	20	0	2	i	1	-9	7	-3
Cn1cnnc1SCc1cccc(Br)c1	2	10	7	0	6	i	2	-1	1	3

Structures listed so far that bear a hit mark in HSF1 inhib.
SMILES	HDAC3 inhib	HSP90 refold inh	AI-2 QS modul	GSK3 alpha inh	HSF1 activator	PolyA inh	GSK3beta inhib	HSF1 inhib	Dyrk1A ADPGlo	Platelet DG rel
O=C(O)c1ccc(N2C(=O)CC(N3CCN(c4cccc(C(F)(F)F)c4)CC3)C2=O)cc1 (stereo not drawn)	-6	-2	12	4	-65	i	1	-56*	13	0

(cont.)
SMILES	HDAC3 inhib	HSP90 refold inh	AI-2 QS modul	GSK3 alpha inh	HSF1 activator	PolyA inh	GSK3beta inhib	HSF1 inhib	Dyrk1A ADPGlo	Platelet DG rel
CCCCN1C=CC(=C2C(=O)c3ccccc3C2=O)C=C1	0	83*	4	5	-87	i	1	-82*	20	29
Clc1ccc(-c2nnc(SCc3ccon3)o2)c(Cl)c1	-1	1	3	-1	58*	i	-5	20	10	10
CC(=O)N(c1nc(CCl)cs1)c1c(C)cc(C)cc1C	2	-1	16	2	-5	i	2	3	1	7
CC(=O)Nc1nnc(/C=C/c2cccc([N+](=O)[O-])c2)s1	2	4	.	-3	5	i	.	7	-3	-5
CN(C(=O)COc1ncnc2sccc12)c1ccccc1	-3	3	20	-2	.	.	-2	.	-7	.
CC(=O)c1nn(-c2cccc(Br)c2)cc1C(=O)c1ccc2ccccc2c1	0	0	17	.	6	i	2	-5	-4	-1
O=C(CCc1nc(-c2ccccc2F)no1)NCCc1ccccc1Cl	-2	2	5	-3	-4	i	-1	0	-4	-1
O=C(c1snnc1-c1ccccc1)N1CCOCC1	7	-5	5	-2	-3	i	-1	-2	-4	-12
CC(=O)NC(CC(=O)NNC(=O)C(C)Oc1ccccc1F)c1ccccc1 (stereo not drawn)	0	.	35	-2	-2	i	0	-4	-5	-4
Cc1ccc(S(=O)(=O)N(C)C)cc1-n1c(SCC(=O)Nc2ccccc2)nc2ccccc2c1=O	6	8	7	0	10	i	-7	15	-5	-7
O=C(Nc1ccc(Cc2ccc(NC(=O)N3CCOCC3)cc2)cc1)N1CCOCC1	-2	0	18	2	0	i	4	-2	4	6
O=C(Nc1ccccc1C(=O)O)c1ccc2c(c1)C(=O)N(c1cccc([N+](=O)[O-])c1)C2=O	1	0	28	-1	-10	i	1	0	-3	2
CCCCC(=O)Nc1ccccc1C(=O)OCC(=O)c1ccc2c(c1)OCCO2	4	-3	12	-1	24	i	4	-2	0	12
N#Cc1c(-c2ccncc2)c2c([nH]c1=O)-c1ccccc1OC2	-52	-2	-4	8	21	i	-3	1	.	-10
CCCCC(O)(CCCC)C(=O)NNc1ccccc1	-10	3	4	-3	16	i	-2	9	2	3
CC(=O)NCC(=O)N1CCC(n2nccc2NC(=O)CCCc2ccccc2)CC1	3	-3	11	0	17	i	4	3	-7	-2
COc1ccc(N(C)S(=O)(=O)c2c(C)noc2C)c(OC)c1	12	-1	16	-4	-10	i	2	-9	2	11
CCOC(=O)C1=CN(c2cccc(F)c2)C=C(C(=O)OCC)C1c1cc(OC)c(O)c([N+](=O)[O-])c1	-1	-5	26	-2	2	i	1	-2	1	6
CC(=O)Nc1ccc(NC(=O)COC(=O)c2ccco2)cc1	5	3	10	0	-5	i	0	-15	2	-7
CC(C)(C)OC(=O)N[C@@H](Cc1ccccc1)C(=O)N1CCC(C(=O)N[C@@H](Cc2c[nH]c3ccccc23)C(=O)O)CC1	-3	1	19	5	-6	i	5	-5	1	-6
CCCC(=O)c1ccc(-c2ccccc2)cc1	4	-2	26	-3	23	i	3	9	19	7
COC(=O)CSc1nc(-c2ccccc2)nc2ccc(F)cc12	3	-1	15	-2	19	i	-1	-5	4	1
CC(=O)c1ccc(NC(=S)NC(=O)/C=C/c2ccccc2)cc1	-4	3	-17	0	2	i	0	2	1	-4
CCCOc1ccc(N2C(=O)CC(N3CCC(c4nncn4CC)CC3)C2=O)cc1 (stereo not drawn)	1	6	17	-2	6	i	0	-3	0	8
S=C(c1c[nH]c2ccccc12)N1CCOCC1	8	-3	8	-3	-3	i	3	-1	-1	7

Profiles as entered above:
Record of CC(=O)Nc1ccc(-c2nnc(SCC(=O)n3c4c(c5ccccc53)CCCC4)n2C)cc1 → HDAC3 inhib = .; HSP90 refold inh = -2; AI-2 QS modul = 21; GSK3 alpha inh = .; HSF1 activator = -5; PolyA inh = i; GSK3beta inhib = 1; HSF1 inhib = 0; Dyrk1A ADPGlo = -4; Platelet DG rel = 1
Record of CCCCC(O)(CCCC)C(=O)NNc1ccccc1 → HDAC3 inhib = -10; HSP90 refold inh = 3; AI-2 QS modul = 4; GSK3 alpha inh = -3; HSF1 activator = 16; PolyA inh = i; GSK3beta inhib = -2; HSF1 inhib = 9; Dyrk1A ADPGlo = 2; Platelet DG rel = 3
Record of O=C(O)c1ccc(N2C(=O)CC(N3CCN(c4cccc(C(F)(F)F)c4)CC3)C2=O)cc1 (stereo not drawn) → HDAC3 inhib = -6; HSP90 refold inh = -2; AI-2 QS modul = 12; GSK3 alpha inh = 4; HSF1 activator = -65; PolyA inh = i; GSK3beta inhib = 1; HSF1 inhib = -56*; Dyrk1A ADPGlo = 13; Platelet DG rel = 0

Continued.
SMILES	HDAC3 inhib	HSP90 refold inh	AI-2 QS modul	GSK3 alpha inh	HSF1 activator	PolyA inh	GSK3beta inhib	HSF1 inhib	Dyrk1A ADPGlo	Platelet DG rel
CCn1cc(Br)c(C(=O)N(C)Cc2ccccc2)n1	3	2	7	0	-1	i	3	-8	-1	7
O=C(CSc1ccccc1)N1CCN(S(=O)(=O)c2ccccc2F)CC1	0	2	14	3	33	i	1	4	-2	-2
Cc1cc(C)c(NC(=O)CS(=O)CC(=O)Nc2ccc(-n3cnnn3)c(C)c2)c(C)c1 (stereo not drawn)	-2	-1	18	-1	2	i	-1	-7	2	0
COc1cc(S(=O)(=O)N2CCOCC2)ccc1NC(=O)CSc1n[nH]c(=O)[nH]c1=O	1	7	17	-6	6	i	4	-4	.	2
CCOc1ccccc1N1CCN(Cc2ccco2)CC1	0	3	-2	0	-15	i	2	4	-1	13
NC(=O)C1CCN(C(=O)C2(NC(=O)Nc3cccc(F)c3)CCCCC2)CC1	-1	-6	13	-2	-13	i	4	0	8	11
COc1cc(OC)c(C2SCCCS2)cc1OC	-3	-2	3	0	-2	i	1	-7	6	-19
CCCN1CCN(C(=O)CN2C(=O)CC(C)(C)S(=O)(=O)c3ccccc32)CC1	-1	5	6	0	-9	i	1	-5	-7	12
CCn1c(SCC(=O)OCc2ccccc2)nc2c1c(=O)n(C)c(=O)n2C	32*	-2	8	-2	9	i	3	5	10	-12

Only PolyA inh and HSF1 inhib, for 5 of the compounds above:
structure | PolyA inh | HSF1 inhib
CC(=O)c1nn(-c2cccc(Br)c2)cc1C(=O)c1ccc2ccccc2c1 | i | -5
O=C(CCc1nc(-c2ccccc2F)no1)NCCc1ccccc1Cl | i | 0
O=C(c1snnc1-c1ccccc1)N1CCOCC1 | i | -2
CC(=O)NC(CC(=O)NNC(=O)C(C)Oc1ccccc1F)c1ccccc1 (stereo not drawn) | i | -4
Cc1ccc(S(=O)(=O)N(C)C)cc1-n1c(SCC(=O)Nc2ccccc2)nc2ccccc2c1=O | i | 15

Single values from the results shown:
In AI-2 QS modul, CCCN1CCN(C(=O)CN2C(=O)CC(C)(C)S(=O)(=O)c3ccccc32)CC1 reads 6
In HSP90 refold inh, CCn1cc(Br)c(C(=O)N(C)Cc2ccccc2)n1 reads 2
